Compound activity: PubChem BioAssay, Emory University Molecular Libraries Screening Center
EP2 antag = human EP2 receptor antagonists, primary screen, TR-FRET cAMP, C6 glioma cells | hit rate 0.52% among 260,000 | inhibition, % at 25 µM | C6 glioma cells expressing human EP2; cells stimulated with saturating PGE2;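 active means percent inhibition above 40 after rounding to a whole number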;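 further: rat C6 glioma host cells with rolipram phosphodiesterase inhibitor present; the protocol text gives 20 µM as final concentration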
Target sequence (P43116 whole entry, looked up): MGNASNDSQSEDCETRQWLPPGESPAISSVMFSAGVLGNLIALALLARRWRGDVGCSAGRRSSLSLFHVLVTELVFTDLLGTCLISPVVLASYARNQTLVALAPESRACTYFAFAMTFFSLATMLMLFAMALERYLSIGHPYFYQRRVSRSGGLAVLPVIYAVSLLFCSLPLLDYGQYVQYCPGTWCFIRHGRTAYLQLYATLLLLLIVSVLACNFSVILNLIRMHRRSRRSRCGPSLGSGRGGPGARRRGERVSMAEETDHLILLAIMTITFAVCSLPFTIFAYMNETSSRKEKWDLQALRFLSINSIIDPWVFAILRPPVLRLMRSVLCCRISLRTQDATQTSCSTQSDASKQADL
EP2 modulator = EP2 receptor modulators, cAMP readout, primary screen, cell-based, HTRF cAMP, PGE2 stimulation | Prostaglandin E2 receptor EP2 subtype (Homo sapiens), P43116 | EP2-expressing cells, cAMP HTRF FRET, PGE2 co-stimulation | induction, % at 25 µM | hit rate 0.83% among 260,000 | AID 940, 2007;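 active means compounds whose cAMP rise, as percent of the full-agonist control response, exceeds 60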;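 further: rat C6 glioma line stably carrying human EP2 under a CMV promoter; the protocol text gives 20 µM as final concentration; 100% = response of wells given 1 µM PGE2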
* marks the source's active call; other numbers are inactive results.

| molecule | EP2 antag | EP2 modulator |
| --- | --- | --- |
| COCCCNC(=S)N(Cc1cc2c(C)ccc(C)c2[nH]c1=O)C1CCCCC1 | 17 | -24 |
| Cc1cc(C)n(CC(O)CN(Cc2ccco2)Cc2[nH]c3ccc(F)cc3c2C)n1 (configuration not stated) | 7 | -28 |
| COc1ccc2[nH]c(=O)c(CN(Cc3cccs3)C(=S)NCc3ccco3)cc2c1 | 7 | -26 |
| COc1ccc(CN(CCN(C)C)Cc2cccs2)cc1Br | 9 | -57 |
| COc1ccc(C(=O)c2ccc(O)cc2)c(O)c1O | 10 | 34 |
| COc1ccc(-c2ccc(C#N)c(SCc3ccncc3)n2)cc1 | 13 | 22 |
| CCOc1ccc(OCCn2c(SCC(=O)O)nc3ccccc32)cc1 | 9 | -55 |
| O=C(NCC1CCCCC1)C1CCN(S(=O)(=O)c2ccc(Cl)cc2)CC1 | 14 | -8 |
| NC(N)=NCCC[C@@H](NC(=O)[C@@H](N)Cc1ccc(O)cc1)C(=O)O | 12 | 20 |
| CCOc1nc(C)ccc1-c1noc(-c2ccc(OC)c(OC)c2)n1 | 10 | -57 |
| Cc1ccc(Nc2nc(-c3ccccn3)cs2)nc1 | 17 | -108 |
| COc1ccc(-n2c(SCC(=O)Nc3cccc(F)c3)nnc2-c2cccnc2)cc1 | 7 | -19 |
| O=C(O)CCC(=O)N1N=C(c2ccco2)CC1c1ccccc1Cl (configuration not stated) | 21 | 6 |
| Cc1cc(C)c2cc(CN(Cc3cccnc3)C(=O)Nc3ccc(F)cc3)c(=O)[nH]c2c1 | 11 | 43 |
| CCCC(NC(=O)c1cc2c([nH]c1=O)CCCCC2)c1ccc2c(c1)OCCO2 (configuration not stated) | 6 | -1 |
| COc1ccc2[nH]c(=O)c(CN(Cc3cccs3)C(=O)Nc3ccccc3OC)cc2c1 | 13 | 3 |
| O=C1CCCN1c1ccc(S(=O)(=O)Nc2ccccc2N2CCOCC2)cc1 | 9 | -30 |
| Cc1nccn1-c1ccc(CN(CCCn2ccnc2)Cc2ccccc2F)cc1 | 5 | -35 |
| CCOC(=O)C1CCN(C(=O)CN(c2ccc(C)c(Cl)c2)S(C)(=O)=O)CC1 | 7 | -17 |
| Cc1ccc(-c2nnn(CC(=O)N(c3ccccc3C)C(C(=O)NC(C)(C)C)c3ccco3)n2)o1 (configuration not stated) | 11 | 36 |
| O=C(c1ccc2ccccc2c1)N1CCc2ccccc21 | 12 | 20 |
| COCCn1c(-c2ccc(Cl)cc2)cnc1SCC(=O)NC1CCCCC1C (configuration not stated) | 12 | 28 |
| CCC(=O)N1CCN(c2ccc(NC(=O)COc3cccc(C)c3)cc2)CC1 | 8 | -24 |
| COc1ccc(CN2C[C@@H]3CCCN3C[C@@H]2Cc2ccccc2)cc1CO | 7 | -23 |
| COc1cc(C2C3=C(CCCC3=O)OC3=C2C(=O)CCC3)ccc1OCC(N)=O | 10 | 4 |
| COc1ccc2c(c1)OCC(Cc1ccc(OC)c(O)c1)C2=O (configuration not stated) | 7 | 7 |
| CCn1c(NCc2cccc(OC)c2)nc2ccccc21 | 9 | -12 |
| CCc1nc(NCC2CC2)c2nnn(Cc3ccccc3)c2n1 | 6 | 17 |
| Cc1nn(C)cc1S(=O)(=O)NCCN1CCC(c2ccccc2)C1 (configuration not stated) | 4 | -61 |
| CCn1nc(C)c(CN(Cc2ccc(C)o2)C2CC(C)(C)NC(C)(C)C2)c1C | 6 | -3 |
| CC(=O)c1ccc(NC(=O)CSc2nc(C(C)C)nc3sc(C)c(C)c23)cc1 | 6 | 28 |
| Cc1occc1-c1nnc(SCC(=O)c2ccc(F)cc2)n1C | 12 | -3 |
| Cc1ccnc(NC(=O)COc2cc(C)cc(C)c2C)c1 | 5 | 3 |
| Cc1ccc(C)c2[nH]c(=O)c(CN(Cc3cccnc3)Cc3nnnn3C3CCCC3)cc12 | 11 | -12 |
| Nc1cc(-c2ccco2)nn(CC(=O)NCc2ccccc2Cl)c1=O | 4 | 0 |
| CCCOc1ccc(C(=O)Nc2ccc3oc(=O)ccc3c2)cc1 | 12 | -40 |
| CC(=O)c1cccc(S(=O)(=O)N2CCC(NC(=O)C3CCCCC3)CC2)c1 | 12 | -4 |
| CCOC(=O)C1=C(C[n+]2ccccc2)C(C)(C)OC1=O | 9 | -2 |
| Cc1ccc(C(=O)Nc2nc(C)c(C(=O)Nc3nnc(C)s3)s2)cc1 | 24 | 10 |
| CN(C)C(CNC(=O)Cn1ccc2ccc(F)cc21)c1ccc2c(c1)OCO2 (configuration not stated) | 10 | -19 |
| COc1ccccc1C(NC(=O)Cc1ccc(S(C)(=O)=O)cc1)c1nccn1C (configuration not stated) | 5 | -1 |
| COC(=O)c1ccc(NC(=O)Cn2nnc3sc4c(c3c2=O)CCCC4)cc1 | 10 | -22 |
| CC(=O)C1=C(O)C(=O)N(CCNCCO)C1c1ccccc1F (configuration not stated) | 10 | -21 |
| COc1ccc2[nH]c(I)c(CCNC(C)=O)c2c1 | 10 | -12 |
| O=C(c1ccccc1)n1c(=O)oc2ccccc21 | 12 | 44 |
| COCCCNC(=O)c1cccnc1N1CCN(C(=O)c2ccco2)CC1 | 6 | -5 |
| CCOC(=O)CNS(=O)(=O)c1ccc(S(=O)(=O)N2CCCCCC2)cc1 | 15 | -17 |
| CN1CCN(C2=NC(=O)/C(=C\C=C/c3ccccc3)S2)CC1 | 9 | -91 |
| C1=CC2CC1CC2CN1CCN(CC2CC3C=CC2C3)CC1 (configuration not stated) | 32 | -30 |
| CCOC(=O)CNC(=O)CSc1nnc(-c2cccc(C)c2)o1 | 7 | -1 |
| Cc1ccc2nc(SCC(=O)c3ccccc3)c(C#N)cc2c1 | 12 | -7 |
| CCc1cc2cc(C)cc(C)c2nc1SCC(=O)Nc1cccc(NC(C)=O)c1 | 18 | -19 |
| Fc1cccc(CSc2ncnc3c2ncn3[C@H]2CCCS2)c1 | 13 | 6 |
| COc1ccc(CCN(C)C(=O)C2CCN(Cc3ccccc3Cl)CC2)cc1OC | 10 | -4 |
| N[C@@H](Cc1[nH]nc2ccccc12)C(=O)O | 9 | 2 |
| CC(=O)Nc1cccc(NC(=O)C2CCCO2)c1 (configuration not stated) | 7 | -2 |
| CCOc1ccc(-n2c(SCC(=O)Nc3ccc(N(C)C)cc3)nc3ccccc3c2=O)cc1 | 5 | 37 |
| CCC(C)N1CCN(C(=O)c2ccc(OC)c(OC)c2)CC1 (configuration not stated) | 3 | 17 |
| CC(C)C(=O)N1CCN(c2ccc(NC(=O)COc3ccccc3Cl)cc2)CC1 | 15 | -83 |
| COc1ccccc1C1(NC(=O)CCn2c(=O)oc3ccccc32)CCCC1 | 4 | -4 |

Complete entries as entered above:
Shown for Fc1cccc(CSc2ncnc3c2ncn3[C@H]2CCCS2)c1 : EP2 antag = 13; EP2 modulator = 6
Shown for Cc1ccc(-c2nnn(CC(=O)N(c3ccccc3C)C(C(=O)NC(C)(C)C)c3ccco3)n2)o1 (configuration not stated) : EP2 antag = 11; EP2 modulator = 36

Continued:
| molecule | EP2 antag | EP2 modulator |
| --- | --- | --- |
| CCOc1cccc(CN(Cc2ccccn2)C2CC(C)(C)NC(C)(C)C2)c1O | 6 | -3 |
| Cc1ccc(CN(CCCn2ccnc2)Cc2cn[nH]c2C(C)(C)C)s1 | 6 | 4 |
| CCC(C)(C)n1nnnc1C(C(C)C)N1CCN(Cc2ccc3c(c2)OCO3)CC1 (configuration not stated) | 11 | -4 |
| Cc1ccc(NC(=O)COc2ccc(N3CC(C(N)=O)CC3=O)cc2)cc1Cl (configuration not stated) | 7 | -27 |
| CCOC(=O)c1cnc(SCC(=O)Nc2ccc(C)c(C)c2)nc1N | 10 | -59 |
| CS(=O)(=O)N1CCN(c2ccc(NC(=O)c3cccc(F)c3)cc2)CC1 | 8 | 7 |
| Cn1c(SCC(=O)Nc2cccc(C(F)(F)F)c2)nnc1-c1cccnc1 | 6 | 19 |
| COc1ncc(CN(CCCN2CCOCC2)Cc2ccc(C)o2)cn1 | 5 | 6 |
| O=C(Nc1ccc2c(c1)OCO2)c1snc2c(=O)[nH]cnc12 | 31 | 7 |
| CNc1nc2ccccc2o1 | 20 | -6 |
| O=C(c1ccn[nH]1)N1CCc2c(nc(N3CCCCC3)[nH]c2=O)C1 | 7 | -17 |
| COc1cc(NC(=O)C2CC(c3ccccc3O)=NO2)c(OC)cc1Cl (configuration not stated) | 7 | 27 |
| CCOc1ccc(N(CC(=O)NCc2ccco2)S(=O)(=O)c2ccc(Cl)cc2)cc1 | 26 | 32 |
| Cc1ccc(CN(CCCN2CCOCC2)Cc2sccc2C)s1 | 4 | -2 |
| O=C(Cn1nnc(-c2ccccc2F)n1)Nc1ccc2c(c1)OCCO2 | 11 | -48 |
| O=C(NCc1ccccn1)C1CCCN(S(=O)(=O)c2ccc(Cl)cc2)C1 (configuration not stated) | 11 | -38 |
| Cc1occc1-c1nnc(SCC(=O)Nc2nccs2)n1Cc1ccccc1 | 7 | 44 |
| O=C(O)c1cccc(C[C@H](Br)C(=O)O)c1 | 13 | -13 |
| Cc1ccc(S(=O)(=O)N2CCCC(C(=O)N(Cc3cccs3)C3CC3)C2)cc1Cl (configuration not stated) | 7 | 46 |
| O=C(CSc1nc2cccnc2n1Cc1ccccc1)N1CCCCC1 | 10 | -39 |
| NC(=O)CCn1cc(/C=C2\Cc3ccccc3C2=O)c2ccccc21 | 13 | -78 |
| COc1cc(OC)c(C(=O)N2CCN(c3ccccc3OC)CC2)cc1OC | 11 | -5 |
| O=C(CSc1nnc2c3c4c(sc3nc(Cc3ccccc3)n12)CCCC4)N1CCCC1 | 13 | 23 |
| COc1ccc(S(=O)(=O)N(CC(=O)NCc2ccco2)c2ccc(F)cc2)cc1OC | 8 | -39 |
| CCOc1ccccc1N(CC(=O)NCc1ccco1)S(=O)(=O)c1ccc(Cl)cc1 | 7 | 43 |
| Cc1nnc(NC(=O)CSc2ccc(-c3ccc(F)cc3)nn2)s1 | 12 | 10 |
| c1nc(NCCc2cnc[nH]2)c2[nH]cnc2n1 | 19 | 19 |
| COc1ccc(-c2cc(C(F)F)n3ncc(C(=O)N4CCCC4)c3n2)cc1 | 11 | -42 |
| C=CCc1cccc2cc(C(=O)Nc3ccc(C)cc3C)c(=O)oc12 | 9 | -5 |
| COc1cc2cc(CN(Cc3ccco3)S(=O)(=O)c3c(C)cc(C)cc3C)c(=O)[nH]c2cc1OC | 9 | 20 |
| CCc1oc(C(=O)O)cc1CN1CCCC1 | 8 | 4 |
| O=C(COc1ccc(S(=O)(=O)NC2CCCCC2)cc1)N1CCOCC1 | 12 | -25 |
| O=C(CN1CCC(c2nc3ccccc3s2)CC1)Nc1ccc(Br)cc1 | 37 | -77 |
| COc1ccc(-n2nnnc2SCC(=O)Nc2ccc(Cl)cc2)cc1 | 9 | -15 |
| COc1cc(OC)cc(C(=O)N2CCC(C)CC2)c1 | 18 | -4 |
| CC(=O)c1ccc(NC(=O)C2CC(=O)N(c3ccc(OC(C)C)cc3)C2)cc1 (configuration not stated) | 3 | -37 |
| COc1ccccc1NC(=O)CSc1nnc(-c2cccc(O)c2)o1 | 11 | -71 |
| O=C(NCc1nc(-c2ccncc2)n[nH]1)c1ccc(F)cc1F | 7 | 15 |
| COCCSc1nnc(NC(=O)c2cc(OC)cc(OC)c2)s1 | 9 | -24 |
| S=c1nc(-c2nc(=S)[nH]c3c2CCCCCCCCCC3)c2c([nH]1)CCCCCCCCCC2 | 37 | -2 |
| CCC(C)(C)n1nnnc1C(c1cc(OC)ccc1OC)N1CCN(c2ccccc2OC)CC1 (configuration not stated) | 8 | 30 |
| COc1cccc(-c2cc(=O)c3ccccc3o2)c1N | 7 | 18 |
| CC(C)(C)NC[C@@H](O)c1ccc(O)c(CO)n1 | 9 | -24 |
| CCNC(=S)N1CCC(NC(=O)C23CC4CC(CC(C4)C2)C3)CC1 | 13 | -40 |
| COc1cc(S(=O)(=O)N(Cc2ccccn2)CC2CCCO2)ccc1-n1cnnn1 (configuration not stated) | 10 | -18 |
| COc1cccc(-c2nnc(NC(=O)CN3CC(C)OC(C)C3)s2)c1OC (configuration not stated) | 12 | 5 |
| O=C(CSc1nc(-c2cccs2)cc(C(F)(F)F)n1)NCCN1CCOCC1 | 14 | -37 |

Given as labelled records: part of the list above
CC(=O)c1ccc(NC(=O)C2CC(=O)N(c3ccc(OC(C)C)cc3)C2)cc1 (configuration not stated)
  EP2 antag: 3 | EP2 modulator: -37
CCc1oc(C(=O)O)cc1CN1CCCC1
  EP2 antag: 8 | EP2 modulator: 4
CCC(C)(C)n1nnnc1C(c1cc(OC)ccc1OC)N1CCN(c2ccccc2OC)CC1 (configuration not stated)
  EP2 antag: 8 | EP2 modulator: 30
COc1cccc(-c2cc(=O)c3ccccc3o2)c1N
  EP2 antag: 7 | EP2 modulator: 18

Single values from the entries so far.
Reading for CC(C)(C)NC[C@@H](O)c1ccc(O)c(CO)n1 under EP2 modulator: -24
Reading for CCc1oc(C(=O)O)cc1CN1CCCC1 under EP2 modulator: 4
Reading for COc1cc(S(=O)(=O)N(Cc2ccccn2)CC2CCCO2)ccc1-n1cnnn1 (configuration not stated) under EP2 antag: 10
Reading for CC(=O)c1ccc(NC(=O)C2CC(=O)N(c3ccc(OC(C)C)cc3)C2)cc1 (configuration not stated) under EP2 antag: 3
Reading for CCC(C)(C)n1nnnc1C(c1cc(OC)ccc1OC)N1CCN(c2ccccc2OC)CC1 (configuration not stated) under EP2 antag: 8
Reading for O=C(CN1CCC(c2nc3ccccc3s2)CC1)Nc1ccc(Br)cc1 under EP2 antag: 37
Reading for COc1ccccc1NC(=O)CSc1nnc(-c2cccc(O)c2)o1 under EP2 antag: 11

An excerpt; rates above refer to the full screens.
